OXTR ag = human OXTR agonism | P30559 | CHO-OTR cells, Fluo-8 calcium fluorescence; normalized: DMSO 0%, oxytocin 100% | activation, % at 3 µM | 320,000 compounds, 0.32% hits;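 active means activation above the mean of all tested compounds plus 3 SD, cutoff set per screening run, cut at about 20% in these data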;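 further: peak over basal fluorescence ratio from a 100 s FLIPR kinetic read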
Target sequence (P30559 whole entry, looked up): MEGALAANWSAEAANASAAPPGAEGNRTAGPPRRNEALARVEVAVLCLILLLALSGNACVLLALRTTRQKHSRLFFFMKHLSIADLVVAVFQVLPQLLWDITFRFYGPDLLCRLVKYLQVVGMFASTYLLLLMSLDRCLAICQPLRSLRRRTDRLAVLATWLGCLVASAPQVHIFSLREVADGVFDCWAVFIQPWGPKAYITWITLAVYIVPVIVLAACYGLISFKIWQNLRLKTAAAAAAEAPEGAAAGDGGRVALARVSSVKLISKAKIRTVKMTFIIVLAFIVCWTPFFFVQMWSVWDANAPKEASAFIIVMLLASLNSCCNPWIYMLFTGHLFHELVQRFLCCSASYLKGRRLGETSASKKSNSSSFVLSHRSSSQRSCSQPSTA
GalR3 antagonist = antagonists of human GalR3. HEK293 GalR3-CNG cAMP membrane potential fluorescence; galR3 body fused to GalR1 C-terminus. inhibition, % at 3 µM. 360,000 compounds, 0.44% hits. AID 651719;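 active means inhibition above the screen-wide average plus 3 SD, cut at about 13% in these data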;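 further: forskolin and galanin both at EC90 stimulate the cells; cAMP rise reported by CNG channel membrane potential dye signal; 0% = forskolin plus galanin with DMSO and 100% = forskolin alone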
V1aR counter = counter-screen for oxytocin receptor agonists: human V1a receptor agonists. CHO-V1R cells, Fluo-8 calcium fluorescence, agonist mode; 0% DMSO, 100% 3 nM vasopressin. P37288. activation, % at 3 µM. 320,000 compounds, 0.25% hits;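 active means activation above the mean activation of all tested compounds plus 3 SD, per screening run, cut at about 20% in these data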;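 further: signal is peak over basal fluorescence ratio across a 100 second FLIPR read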
Target sequence (P37288 whole entry, looked up): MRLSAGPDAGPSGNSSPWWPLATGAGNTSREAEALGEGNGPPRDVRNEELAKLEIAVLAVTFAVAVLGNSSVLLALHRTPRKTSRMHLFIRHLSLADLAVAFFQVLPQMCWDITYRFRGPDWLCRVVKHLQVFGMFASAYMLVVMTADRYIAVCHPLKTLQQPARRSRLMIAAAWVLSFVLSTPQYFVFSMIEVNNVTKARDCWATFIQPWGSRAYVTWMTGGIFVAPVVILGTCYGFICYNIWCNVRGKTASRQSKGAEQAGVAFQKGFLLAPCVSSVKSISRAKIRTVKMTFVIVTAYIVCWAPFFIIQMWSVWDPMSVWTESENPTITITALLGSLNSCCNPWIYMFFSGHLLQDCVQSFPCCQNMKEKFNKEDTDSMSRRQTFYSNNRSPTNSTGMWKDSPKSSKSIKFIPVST
Numbers without * were called inactive. This is a subset, so the mix of outcomes need not match the whole.

no.	Compound	V1aR counter	GalR3 antagonist	OXTR ag
1	O=C(Nc1ccccc1N1CCCCC1)c1ccc(-c2cc(Cl)ccc2Cl)o1	0.9	-2	2.0
2	CN(Cc1ccc(C(C)(C)C)cc1)C(=O)c1ccc2c(=O)n3c(nc2c1)CCC3	1.7	-1	1.2
3	CCCc1cc(=O)[nH]c(SCC(=O)NC2CC2)n1	1.2	-7	1.6
4	Cn1nc(C(=O)N2CCN(c3ccccn3)CC2)c2ccccc2c1=O	1.0	-5	0.4
5	COc1ccc(C)cc1NC(=O)CSc1nnc2ccc(-c3cccnc3)nn12	-0.2	0	-1.3
6	CCOc1cc(NCc2ccccc2)c2ncn(C(C)C)c2c1	6.8	-6	-1.7
7	Cc1ccc(CNC(=O)CNC(=O)c2ccc(C(C)(C)C)cc2)n1C	0.4	-2	0.2
8	CC(=O)c1cccc(S(=O)(=O)N2CCn3cccc3C2C)c1 (centres undefined)	-0.2	-4	0.1
9	NC(=O)c1ccnc2c(O)cccc12	1.1	0	0.5
10	COc1cccc(-c2ccc3ncnc(NCc4cccs4)c3c2)c1	-0.8	-3	-0.9
11	COc1ccccc1N1CC(C(=O)Nc2ccc(S(=O)(=O)N3CCCC3)cc2)CC1=O (centres undefined)	2.7	-5	1.8
12	Cc1nnc(NC(=O)c2ccc(S(=O)(=O)N(C)c3ccccc3)cc2)s1	1.4	-1	0.1
13	CC(C)NC(=O)N(C)C[C@H]1Oc2c(NC(=O)Cc3ccccc3)cccc2C(=O)N([C@H](C)CO)C[C@@H]1C	0.6	-7	1.2
14	C=CC[C@@H](CC(=O)NCCO)C(=O)N[C@H](C)COC(=O)[C@@H](CC=C)Cc1ccc(F)cc1	-0.2	-5	1.4
15	Cc1ccc(S(=O)(=O)N2CCN(CC(=O)N3CCCC3)CC2)c(C)c1	1.2	-5	0.7
16	O=C(NCc1ccccc1Cl)[C@@H]1CCCN1S(=O)(=O)c1ccc(Cl)cc1	1.4	1	-0.1
17	Cn1c(N)c(C(=O)COC(=O)/C=C/c2ccc(Cl)c(Cl)c2)c(=O)n(C)c1=O	3.2	-5	20
18	COc1cccc(N2CC(C(=O)N3CCC4(CC3)CC(=O)c3ccccc3O4)CC2=O)c1 (centres undefined)	1.0	-4	0.2
19	Cc1cc(C)n2nc(C(=O)OCC(=O)N(C)C3CCCCC3)nc2n1	-0.1	-2	0.5
20	CC(C)CN(C(=O)c1ccc2c(c1)OCCO2)c1c(N)n(Cc2ccccc2)c(=O)[nH]c1=O	0.8	4	-0.3
21	COc1cccc([C@@H]2CC=C(C(=O)O)[C@H](c3ccc(Cl)cc3)N2S(=O)(=O)c2ccc(C)cc2)c1	0.1	-4	-0.6
22	COc1ccccc1NC(=O)C(C)Sc1nnc2ccccn12 (centres undefined)	-0.6	-7	-0.1
23	COc1ccc(NC(=O)CN(C)C(=O)c2cccc(S(=O)(=O)N3CCCc4ccccc43)c2)cc1	2.9	-3	-0.9
24	COc1cc(S(=O)(=O)N2CCN(Cc3cccs3)CC2)ccc1NC(C)=O	0.6	0	0.8
25	CCOc1ccc(NC(=O)CSc2nc3[nH]ncc3c(=O)[nH]2)cc1	0.4	3	1.1
26	CC(=O)c1cccc(NC(=O)C(C)OC(=O)c2cccc(S(=O)(=O)N3CCN(C)CC3)c2)c1 (centres undefined)	-0.8	-3	0.1
27	Cc1ccc(S(=O)(=O)N2CCC(C(=O)Nc3ccc(S(=O)(=O)N4CCCC4)cc3)CC2)cc1	2.3	-3	1.5
28	O=C(CSc1nc2ccccc2c(=O)n1-c1ccccc1F)NC1CCS(=O)(=O)C1 (centres undefined)	0.3	-1	-0.2
29	CS(=O)(=O)Cc1ccc(C(=O)NNC(=O)c2cc(-c3ccccc3)n[nH]2)cc1	0.6	-4	1.3
30	CC(Sc1nnc(COc2ccc(Cl)cc2)n1Cc1ccco1)C(=O)N1CCNC1=O (centres undefined)	3.2	-7	2.1

Looked up by compound from above, 5 records:
no.	Compound	V1aR counter	GalR3 antagonist	OXTR ag
10	COc1cccc(-c2ccc3ncnc(NCc4cccs4)c3c2)c1	-0.8	-3	-0.9
24	COc1cc(S(=O)(=O)N2CCN(Cc3cccs3)CC2)ccc1NC(C)=O	0.6	0	0.8
29	CS(=O)(=O)Cc1ccc(C(=O)NNC(=O)c2cc(-c3ccccc3)n[nH]2)cc1	0.6	-4	1.3
12	Cc1nnc(NC(=O)c2ccc(S(=O)(=O)N(C)c3ccccc3)cc2)s1	1.4	-1	0.1
9	NC(=O)c1ccnc2c(O)cccc12	1.1	0	0.5

(more compounds)
no.	Compound	V1aR counter	GalR3 antagonist	OXTR ag
31	Cc1cc(C(C)(C)C)c(OC(=O)[C@@H]2OC(c3ccccc3)=C[C@H]2c2ccccc2)c(C(C)(C)C)c1	-0.3	-6	0.2
32	CC(C)CC(=O)Nc1ccc(C(=O)CN2C(=O)NC3(CCOc4ccccc43)C2=O)cc1 (centres undefined)	-1.0	-4	1.4
33	CCN(CC)S(=O)(=O)c1ccc2[nH]c(=O)cc(C(=O)NCC3CCCO3)c2c1 (centres undefined)	0.0	-2	0.2
34	CCN(CC)CCn1c2c(c(SCC(=O)Nc3ccc(C)c(F)c3)nc1=O)CCCC2	-1.0	-4	0.9
35	Cc1cc(C)n(CC(=O)NNC(=O)CC(C)c2ccccc2)n1 (centres undefined)	0.6	-7	0.6
36	Cc1ccc(C(=O)NCC(=O)OCC(=O)c2ccc(Br)s2)cc1	-1.5	-7	-1.6
37	NCCCC[C@H]1CN=C(N)N1CC1CCCCC1	-0.2	-6	0.2
38	CCOc1ccc(-c2ccc3nnc(SCC(=O)NCC4CCCO4)n3n2)cc1 (centres undefined)	-0.9	-4	-2.5
39	O=[N+]([O-])c1cccc(CP(=O)(c2ccccc2)c2ccccc2)c1	-0.8	-2	-2.0
40	Cc1c(C(=O)Nc2ccc3nc(N4CCOCC4)sc3c2)oc2ccccc12	3.3	-5	1.8
41	COc1cc(CC(=O)OCC(=O)NCc2ccco2)cc(OC)c1OC	0.1	-3	0.8
42	CC(=NNC(=O)c1cccc(S(=O)(=O)N2CCOCC2)c1)c1ccccc1	1.4	-5	0.1
43	COC(=O)C1=CO[C@@H](O[C@@H]2O[C@H](CO)[C@@H](O)[C@H](O)[C@H]2O)[C@H]2[C@@H]1C(=O)C[C@@H]2C	1.1	-5	1.2
44	O=C(CSc1nnc(-c2ccccc2F)o1)NC(=O)Cc1ccccc1	2.3	0	1.3
45	N/C(=N\OC(=O)COc1ccccc1)c1cccnc1	-0.2	-5	0.5
46	CN(Cc1ccccc1)C(=O)c1ccc(NC(=O)Cc2cccc(NC(=O)C3CCCN(C(=O)C4CCC4)C3)c2)cc1 (centres undefined)	1.2	-2	-0.1
47	CCC/C(=C1/c2ccccc2C(=O)N1c1ccccc1)c1ccc(O[C@@H]2CCCCO2)cc1	0.4	-6	-0.3
48	Cc1nnc2ccc(-c3ccc(NS(=O)(=O)c4ccc(Cl)s4)cc3)nn12	3.1	0	0.3
49	CN(C(=O)COC(=O)CSCc1cccc(Cl)c1)c1c(N)n(Cc2ccccc2)c(=O)[nH]c1=O	0.3	-4	0.1
50	NC(=O)c1ccc(SCC(=O)OCC(=O)NC2CCCCCCC2)c([N+](=O)[O-])c1	1.9	-3	1.8
51	CC1CCCC(NC(=O)COC(=O)/C=C/c2ccco2)C1C (centres undefined)	-0.2	-8	-1.9
52	COc1ccc2c(C(=O)c3ccc(Cl)cc3)n(CCCC(N)=O)[n+]([O-])c2c1	0.3	-7	-1.3
53	N#Cc1c(SCC(=O)Nc2nc3ccccc3s2)sc2c(O)cc(=O)[nH]c12	0.0	0	0.5
54	CN(c1ccccc1)S(=O)(=O)c1ccc(C(=O)N2CCN(c3ccccc3Cl)CC2)cc1	1.2	-1	-0.1
55	CCC(C)NC(=O)CSc1ccc(S(=O)(=O)N2CCN(Cc3ccccc3)CC2)cn1 (centres undefined)	3.8	-6	6.6
56	Cc1ccc(NC(=O)CCN2C(=O)NC3(CCCC3)C2=O)cc1S(=O)(=O)N1CCOCC1	-0.3	-5	0.2
57	CSCCC(NC(=O)c1ccc(Cl)cc1Cl)C(=O)OC1CCCCC1=O (centres undefined)	-0.5	0	-2.1
58	COc1cc(C(=O)Nc2cc(OC)c(OC)c(OC)c2)ccc1OCc1c(C)noc1C	0.1	-7	1.4
59	CC(=O)c1ccc(NC(=O)COC(=O)CCC2CCCC2)cc1	1.6	-5	0.9
60	CCOC(=O)c1ccc(NC(=O)CSc2nc(=O)n3cccc(C)c3n2)cc1	4.1	-2	-1.3
61	COc1ccc(S(=O)(=O)N2CCOCC2)cc1NC(=O)COC(=O)CCOc1ccc(C)cc1	0.8	-4	2.5
62	Cc1ccccc1S(=O)(=O)/N=C(/Nc1nc2ccccc2s1)c1ccccc1	6.4	-5	2.3
63	CC(Sc1nnc(-c2ccco2)n1C)C(=O)Nc1nccs1 (centres undefined)	0.7	-6	0.5
64	CCN(C(=O)COc1ncnc2ccccc12)C1CCCCC1	0.8	-9	1.5
65	CCC(C)(C)C1CCC2(CC1)NC(=O)N(CC(=O)NCCOc1ccccc1)C2=O (centres undefined)	-0.6	-8	-1.8
66	Cc1ccc(S(=O)(=O)N2[C@@H](c3ccc(Br)cc3)C(C(=O)O)=CC[C@H]2c2cccc(Cl)c2)cc1	0.1	-5	0.5
67	COc1ccc2oc(C(=O)Nc3ccc(N4CCOCC4)cc3)c(C)c2c1	1.8	-5	-0.5
68	CCN(C(=O)CSc1nnc(C)n1-c1cccc(C)c1)C1CCS(=O)(=O)C1 (centres undefined)	0.5	-6	1.4
69	CCCn1nc(C(=O)Nc2ccc3c(c2)OCCO3)c2ccccc2c1=O	-1.4	1	-2.6
70	Cc1ccc(C)c(OCCC(=O)OCC(=O)Nc2cc(S(=O)(=O)N3CCOCC3)ccc2C)c1	8.2	3	5.0
71	COc1cc(CC(=O)N2CCN(C(=O)C3CCCO3)CC2)cc(OC)c1OC (centres undefined)	0.5	-1	1.5
72	CSc1cccc(-c2nnc(NC(=O)c3cccc(N4C(=O)CCC4=O)c3)o2)c1	-0.2	-3	0.6
73	O=C(/C=C/c1ccccc1[N+](=O)[O-])Nc1cccc(S(=O)(=O)NC2=NCCCCC2)c1	0.4	-1	0.6
74	Cc1cccc(/C=C(\C(=O)O)c2ccc(S(=O)(=O)N3CCCC3)s2)c1	0.7	-5	2.1
75	O=C(CCc1nc2ccccc2c(=O)[nH]1)Nc1ccccc1N1CCCC1	-1.2	-1	-1.1
76	O=C(Oc1ccccc1Cl)c1ccc2c(=O)n3c(nc2c1)CCC3	-0.1	-4	1.4
77	O=C(c1ccc(Br)cc1)c1coc2ccc(O)cc12	-0.6	-5	-2.6
78	CCOc1ccc(Cl)cc1Nc1nc(NCCO)nc(N2CCCC2)n1	0.3	-6	-0.5
79	Oc1ccc(Cl)cc1CNCc1ccc(F)c(F)c1	15	-3	18
80	O=C(COC(=O)CSc1ccccc1)Nc1ccc(F)cc1F	-0.3	-5	-1.2
81	Cc1ccc(C)c(OCCC(=O)OCC(=O)Nc2ccc(N3CCOCC3)cc2)c1	3.6	-1	1.6
82	O=C(COc1ccc(Br)cc1F)NC1CC1	3.9	-2	2.3
83	CCc1ccc2nc(NC(=O)C3CCN(c4ncnc5sc(C)c(C)c45)CC3)sc2c1	-0.3	-2	0.0
84	CN(CC(=O)Nc1ccc(F)c(F)c1F)C(=O)C1CCCCC1	0.9	2	0.8
85	COc1cc(C(=O)N(C)CC(=O)Nc2cccc(F)c2)ccc1OCc1ccccc1	2.6	-6	1.7
86	O=C(CC1CCC1)Nc1cccc2c([N+](=O)[O-])cccc12	-0.8	-1	-0.7
87	N#Cc1ccc(-c2ccc(OCC(=O)NN=Cc3ccncc3)cc2)cc1	10	-1	9.1
88	CCN(C[C@H]1N[C@@](Cc2ccccc2)(C(=O)OC)[C@H]2C(=O)N(C)C(=O)[C@@H]12)C(C)=O	2.1	-5	0.6
89	Cc1ccc(S(=O)(=O)Nc2ccccc2F)cc1C(=O)NNC(=O)c1csc(N2CCOCC2)n1	-1.4	0	0.3
90	O=C(Nc1ccc(Br)cn1)c1ccc(COc2c(F)c(F)cc(F)c2F)o1	0.2	-5	0.0

The list continues:
no.	Compound	V1aR counter	GalR3 antagonist	OXTR ag
91	COc1ccccc1C(=O)NC(CCSC)C(=O)N1CCN(C/C=C/c2ccccc2)CC1 (centres undefined)	0.2	-2	-1.9
92	COc1ccc(OC)c(CN2CCN(C(=O)[C@@H](NC(=O)c3cccc(C)c3)C(C)C)CC2)c1	1.0	-5	-0.6
93	Cc1nn(-c2ccccc2)c(C)c1NC(=O)COC(=O)CC(C)c1ccccc1 (centres undefined)	2.1	-2	-0.6
94	COc1cc(/C=C/C(=O)O)ccc1OS(=O)(=O)c1c(C)cc(C)cc1C	5.5	-5	4.8
95	CC(Sc1nnc(N)s1)C(=O)NC1CCCCC1C (centres undefined)	0.1	-3	0.2
96	O=C(CNC(=O)c1cc(Cl)cc([N+](=O)[O-])c1)NC1CC1	2.2	-3	0.2
97	Cc1csc(NC(=O)CSc2nc(=O)n(CCCN(C)C)c3c2CCC3)n1	0.0	-4	1.1

Of the compounds above, 2 contain a cyano group:
no.	Compound	V1aR counter	GalR3 antagonist	OXTR ag
53	N#Cc1c(SCC(=O)Nc2nc3ccccc3s2)sc2c(O)cc(=O)[nH]c12	0.0	0	0.5
87	N#Cc1ccc(-c2ccc(OCC(=O)NN=Cc3ccncc3)cc2)cc1	10	-1	9.1
